Yfh1-off respiration: mitochondrial function rescue without frataxin homolog – Friedreich's ataxia, plus single-dose screen, dose response (AID 1465) | S. cerevisiae Yfh1-off respiration, WST-1 reduction, 72 h; higher fold induction means a stronger effect | one-dose fold induction at 50 µM; EC50 in µM for titrated hits | 220,000 tested, 0.074% active;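 active = fold induction of absorbance versus untreated yeast above a set limit, then at least 30% activation at any dose in follow-up; inconclusive = repeats straddling the limit, or above it without dose testing; inactive = fold induction below the set limit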;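 also: activators that raise dye reduction in frataxin-depleted yeast; strong numbers were not always called active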
CSM14.1 death rescue: protection against thapsigargin-triggered cell killing – 384-well, CSM14.1, ATP luminescence, primary screen (AID 1222); one-dose cellular ATP content (survival), % at 20 µM; EC50 in µM for titrated hits; CSM14.1 thapsigargin-induced death rescue, ATP luminescence; higher % means a stronger effect; 190,000 tested, under 10 active;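 active = EC50 below 50 µM in the dose-response confirmation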;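 also: death triggered by thapsigargin at about 15 µM added after 2 h compound pretreatment; cell ATP read after overnight thapsigargin exposure of roughly 18 to 22 hours; normalized against plate controls of thapsigargin alone and 5% DMSO vehicle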
XIAP antagonists: XIAP antagonists, biochemical, IAP family, fluorescence polarization (AID 1018). XIAP BIR domain, fluorescence polarization peptide displacement; higher % means a stronger effect. displacement, % at 20 µM; hits with a dose series show IC50 in µM. 200,000 tested, 0.007% active; in the data active = displacement above about 50%; also: a part of the inactive calls stands beside numbers as strong as those of hits
RSV CPE inhibition: inhibition of RSV-induced cytopathic effect – HEp-2 cells, primary 10 µM value included (AID 2391). HEp-2 cells, RSV-induced CPE inhibition; higher % means a stronger effect. CPE inhibition, % at 10 µM; hits with a dose series show IC50 in µM. 310,000 tested, 0.13% active; in the data active = a potency from the dose series; inconclusive = CPE inhibition mostly from about 23% at the one dose, without a potency; inactive = the rest, 99 in 100 with CPE inhibition below about 21%; also: strong numbers were not always called active
NS5 inhibitors: flavivirus cap methylation enzyme inhibition – biochemical, confirmation dose response, primary screen (AID 588689); 340,000 tested, 0.3% active; one-dose inhibition, % at 25 µM; IC50 in µM for titrated hits; Dengue-2 NS5 methyltransferase capping enzyme assay, biochemical; higher % means a stronger effect; in the data active = a potency from the dose series; inconclusive = inhibition above about 29% without an active follow-up result
SV40 large T antigen: SV40 large T antigen inhibitors, biochemical (AID 1903). SV40 large T antigen ATPase/helicase inhibition assay; higher % means a stronger effect. one-dose inhibition, % at 20 µM; IC50 in µM for titrated hits. 310,000 tested, 0.39% active; in the data active = a potency from the dose series; inconclusive = inhibition mostly from about 32% at the one dose, without a potency; inactive = the rest, 99 in 100 with inhibition below about 32%; also: strong numbers were not always called active
K1F lysis inhibition: inhibition of K1F phage lysis, E. coli UTI89, bacterial capsule biogenesis inhibitors, alamar blue (AID 488966); E. coli UTI89 K1F phage lysis, alamar blue, 2 h; higher % means a stronger effect; 340,000 tested, 0.02% active; inhibition, % at 100 µM, or IC50 in µM where a hit was titrated;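 active = phage lysis inhibition, versus mean bacterial control, above a set limit; inconclusive = no clear call, values can overlap the other calls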;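 also: capsule biogenesis inhibitors block K1F phage lysis so surviving cells raise fluorescence; higher fluorescence means more inhibition of phage lysis; actives were called in the ten point dose series up to 300 µM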
West Nile antiviral: inhibition of WNV-induced cytopathic effect – cell-based, CPE readout (AID 1621); CPE inhibition, % at 10 µM; hits with a dose series show IC50 in µM; 290,000 tested, 0.02% active; West Nile virus-infected cells, CPE inhibition; higher % means a stronger effect; in the data active = a potency from the dose series; inconclusive = CPE inhibition mostly from about 3.7% at the one dose, without a potency; inactive = the rest, 99 in 100 with CPE inhibition below about 2.2%; also: strong numbers were not always called active
WT yeast gro inh: growth inhibition of WT yeast, mitochondrial fusion screen; mitochondrial fusion phenotypic screen, WT strain; 190,000 tested, 2.1% active; inhibition, % at 10 µM; AID 1362; in the data active = inhibition above about 58%; tested in S. cerevisiae
WT yeast gro inh mutant strain: further read-out of WT yeast gro inh, marked with its call; inhibition, %; mitochondrial fusion phenotypic screen, mutant strain inhibition
NS5 inhibitors pilot replicate: recorded beside NS5 inhibitors, whose call it bears; inhibition, %; measured here: pilot screen replicate inhibition
* hit, by the source's call; i = inactive; ? = inconclusive; · = not tested or not shown; [ ] = another dose, or the depositor's remark.

SMILES	Yfh1-off respiration	CSM14.1 death rescue	XIAP antagonists	RSV CPE inhibition	NS5 inhibitors	SV40 large T antigen	K1F lysis inhibition	West Nile antiviral	WT yeast gro inh	WT yeast gro inh mutant strain	others
COc1ccc(C(=O)NC2CCCc3ccccc32)cc1Br (stereo unspecified)	·	·	·	7.2%	3%	6%	0.4%	0.5%	·	·
Cc1c(C(=O)OCC(=O)Nc2ccc3c(c2)OCO3)cccc1[N+](=O)[O-]	i	0.0%	1.4%	0.8%	-1%	13%	6.2%	-0.8%	3	-8
COc1ccccc1NC(=O)Cn1nnc(C(=O)Nc2ccccc2)c1N	i	-2.0%	-0.6%	0.1%	-9%	3%	0.8%	1.0%	8	-2
COC(=O)c1cn(-c2ccccc2)nc1-c1cccnc1	i	-1.1%	5.0%	1.5%	0%	1%	0.0%	-0.2%	19	-1
Cc1[nH]n2c(=O)cc(-c3ccc([N+](=O)[O-])cc3)nc2c1-c1ccccc1	·	·	·	1.1%	36µM*	·	-2.6%	1.6%	·	·
COc1cc(/C=C(\C#N)c2ccccn2)ccc1OCc1ccccc1	i	-0.8%	-24%	2.3%	-4%	5%	2.7%	-0.1%	-1	-2
O=C1CN(C(=O)c2ccc(Br)o2)C(c2ccc(F)cc2)c2cc(Cl)ccc2N1 (stereo unspecified)	i	1.1%	-7.5%	13%	-7%	11%	0.6%	-0.3%	11	5
CCCCCCC(=O)Oc1cccc(N2C(=O)C3CCCCC3C2=O)c1 (stereo unspecified)	i	·	-4.2%	-0.2%	5%	5%	0.5%	-0.1%	11	16
Cc1c(NC(=O)Cn2[nH]c(=O)c3ccccc3c2=O)c(=O)n(-c2ccccc2)n1C	i	1.8%	-3.5%	1.1%	-3%	-18%	0.4%	0.1%	-8	2
Cc1ccc(-n2ncc3c(=O)n(-c4ccc(C)c(C)c4)c(C)nc32)cc1	i	0.7%	-2.8%	7.1%	-2%	4%	4.8%	-0.4%	8	14
Cc1ccc(Cn2ccc(NC(=O)c3cc4nc5c(c(C(F)(F)F)n4n3)CCc3ccccc3-5)n2)cc1	i	2.2%	-2.8%	·	·	0%	·	0.2%	22	19
COc1ccc2c(c1)[nH]c1c(=O)n(Cc3ccncc3)cnc12	i	·	·	5.2%	-7%	12%	-0.3%	-0.6%	·	·
COc1ccc(-n2c(=O)cc(N3CCOCC3)[nH]c2=O)cc1	i	1.3%	0.6%	1.1%	5%	12%	2.6%	-0.1%	-5	-2
Cc1ccc(C(=O)O)cc1NC(=O)Nc1ccc2c(c1)OCO2	i	-0.1%	-6.4%	0.3%	-18%	1%	4.5%	0.1%	-4	12
CCc1ccc(N2CC(C(=O)Nc3cccc(S(=O)(=O)N4CCCC4)c3)CC2=O)cc1 (stereo unspecified)	·	·	·	?	-6%	24%	-0.1%[50 µM]	·	·	·
CC1(C)Cc2ccccc2C(c2cc3ccccc3oc2=O)=N1	i	-0.4%	-6.1%	11%	4%	8%	0.1%	?	-31	6
O=S1(=O)CCC(SCc2nc3sccn3c2Br)C1 (stereo unspecified)	i	1.7%	-6.1%	1.2%	-2%	13%	3.3%	0.5%	2	7
C/C(=C\c1ccccc1)C(=O)n1nnc2ccccc21	i	-2.9%	-5.3%	-0.4%	0%	13%	0.4%	1.1%	·	·
CCn1cc(C(=O)O)c(=O)c2cc(F)c(N/N=C/c3ccccc3)cc21	i	-3.1%	1.6%	8.8%	-6%	7%	14%	2.1%	15	-1
CCOC(=O)c1cnc(SCC(=O)OCC(=O)N(CC)C2CCS(=O)(=O)C2)nc1N (stereo unspecified)	·	·	·	-0.3%	-7%	8%	0.3%[50 µM]	·	·	·

Overlap with the part before: 7 entries, followed by the next part.
SMILES	Yfh1-off respiration	CSM14.1 death rescue	XIAP antagonists	RSV CPE inhibition	NS5 inhibitors	SV40 large T antigen	K1F lysis inhibition	West Nile antiviral	WT yeast gro inh	WT yeast gro inh mutant strain	others
Cc1ccc(C(=O)O)cc1NC(=O)Nc1ccc2c(c1)OCO2	i	-0.1%	-6.4%	0.3%	-18%	1%	4.5%	0.1%	-4	12
CCc1ccc(N2CC(C(=O)Nc3cccc(S(=O)(=O)N4CCCC4)c3)CC2=O)cc1 (stereo unspecified)	·	·	·	?	-6%	24%	-0.1%[50 µM]	·	·	·
CC1(C)Cc2ccccc2C(c2cc3ccccc3oc2=O)=N1	i	-0.4%	-6.1%	11%	4%	8%	0.1%	?	-31	6
O=S1(=O)CCC(SCc2nc3sccn3c2Br)C1 (stereo unspecified)	i	1.7%	-6.1%	1.2%	-2%	13%	3.3%	0.5%	2	7
C/C(=C\c1ccccc1)C(=O)n1nnc2ccccc21	i	-2.9%	-5.3%	-0.4%	0%	13%	0.4%	1.1%	·	·
CCn1cc(C(=O)O)c(=O)c2cc(F)c(N/N=C/c3ccccc3)cc21	i	-3.1%	1.6%	8.8%	-6%	7%	14%	2.1%	15	-1
CCOC(=O)c1cnc(SCC(=O)OCC(=O)N(CC)C2CCS(=O)(=O)C2)nc1N (stereo unspecified)	·	·	·	-0.3%	-7%	8%	0.3%[50 µM]	·	·	·
O=C(COc1ccccc1Cl)NCCNC(=O)c1ccccn1	·	·	·	0.8%	-3%	5%	0.2%	-0.3%	·	·
Fc1ccc(NC(=S)NC2CC3CCC(C2)N3Cc2ccco2)cc1 (stereo unspecified)	i	-0.2%	-5.3%	-0.5%	-2%	9%	0.0%	-0.8%	-17	1
CCOC(=O)OC(C)OC1=C(C(=O)Nc2ccccn2)N(C)S(=O)(=O)c2ccccc21 (stereo unspecified)	i	·	·	-1.4%	·	9%	·	-0.2%	·	·
Cc1ccc(OCC(=O)N2CCN(C3=NS(=O)(=O)c4ccccc43)CC2)cc1	i	-0.7%	-0.6%	-0.2%	-8%	1%	0.7%	1.3%	3	16
CN1CCN(CCCC(=O)c2ccc(C3CCCC3)cc2)CC1	i	4.0%	-15%	-0.8%	-13%	8%	5.5%	-1.3%	15	8
O=C(Nc1ccccc1F)N(Cc1ccc(F)cc1)Cc1nc2ccccc2c(=O)[nH]1	i	-1.6%	-8.4%	-1.0%	·	2%	0.1%	-0.5%	1	-7
O=C(O)c1cc([N+](=O)[O-])ccc1NCCO	i	-2.1%	-2.4%	0.5%	-3%	2%	7.4%	-1.1%	-10	5
COc1ccccc1NC(=O)N1C2CCCC1CC(NC(=O)c1ccccc1)C2 (stereo unspecified)	i	-1.0%	-6.8%	1.7%	-9%	6%	-0.2%	-0.9%	8	8
O=C(CCC(=O)Nc1ccc(Cl)cc1Cl)NNC(=O)Nc1ccccc1	i	0.5%	-0.7%	21%	-2%	6%	-0.1%	0.0%	13	9
O=C(CSc1nnnn1-c1ccccc1)Nc1nc(-c2ccccc2)ns1	i	-2.1%	-0.9%	1.5%	-3%	6%	0.5%	-0.2%	-2	-7
O=c1[nH]cc(COCC(F)CCl)c(=O)[nH]1 (stereo unspecified)	i	·	·	2.6%	3%	11%	0.1%	0.1%	·	·
Cc1cccn2cc(CNS(=O)(=O)c3cccc(F)c3)nc12	i	-1.9%	-4.8%	0.6%	-3%	4%	-1.2%	0.3%	-11	-26
CN(CC(=O)Nc1sccc1C#N)Cc1ccccc1	i	-2.5%	-3.6%	2.5%	-3%	10%	-0.3%	-0.9%	-5	-27
COC(=O)c1sccc1-c1ccc(C(=O)Nc2cccc(Cl)c2)o1	i	-0.4%	-4.9%	4.7%	-4%	6%	0.2%	0.2%	19	-7
O=C(NCc1ccccc1Cl)c1cc([N+](=O)[O-])ccc1Cl	i	-0.9%	-10%	0.5%	7%	5%	0.1%	-0.4%	11	-7
Cc1cc(Nc2ccc(O)cc2)n2c(nc3ccccc32)c1C#N	?	0.4%	-1.3%	1.0%	-1%	4%	0.1%	-0.5%	6	-19
CC(C)Oc1snc(Cl)c1C(N)=O	·	1.8%	-4.1%	2.0%	-5%	-1%	0.8%	·	-10	-9
N#CC(C(=O)NCCc1ccccc1)c1nc2ccccc2nc1N1CCOCC1 (stereo unspecified)	i	-3.2%	1.6%	4.2%	12%	1%	-0.2%	0.7%	20	23
CCN(CCNC(=O)c1cccc(N2CCCC2=O)c1)c1ccccc1	i	-1.4%	-5.2%	1.7%	-3%	1%	-0.5%	-0.3%	-5	6
Clc1cccc(-c2nn3c(Cn4cnc5ccccc54)nnc3s2)c1	i	-3.2%	-3.5%	34%	-3%	5%	-1.4%	-0.8%	-1	-6
C#CCNC(=O)C1=C[C@H](c2ccc(Br)cc2)[C@@H](CCCO)[C@H](OCC)O1	i	4.6%	-4.4%	2.7%	-4%	3%	0.5%	-0.4%	7	5
CC(CC(=O)NCc1cccnc1)c1ccccc1 (stereo unspecified)	i	-0.6%	-2.5%	0.2%	2%	0%	0.3%	-0.1%	-1	-5
NC(=O)Cn1c(=O)n(CCC(=O)NCCSCc2ccccc2)c(=O)c2ccccc21	i	-1.3%	-10%	2.6%	5%	25%	0.3%	1.5%	-12	0
Cc1cccc2sc(NC(=O)CCNS(=O)(=O)c3cccc4nonc34)nc12	i	2.8%	-0.5%	4.0%	-5%	-2%	-0.2%	0.1%	3	3
Cc1ccc(CC(=O)N2CC(C)OC(C)C2)cc1 (stereo unspecified)	i	-0.8%	-3.5%	0.8%	2%	-2%	-1.9%	0.2%	5	2
Cc1ccccc1NC(=O)c1ccno1	·	·	·	1.8%	-5%	18%	0.3%	0.0%	·	·
CCc1cc(C(=O)NNC(=S)Nc2cc(C)ccc2C)cs1	i	-0.2%	-2.8%	2.2%	-7%	22%	0.1%	0.1%	-13	-12	NS5 inhibitors pilot replicate=-9.9
NC(=O)c1c(NC(=O)c2ccccc2Cl)sc2c1CCC2	·	·	·	14%	·	9%	1.0%	-1.3%	·	·
CNC(=O)Nc1cc(C(C)(C)C)no1	i	-1.1%	0.3%	1.4%	-6%	2%	0.4%	-0.3%	20	16
CN(C)CCOC(=O)NCC12CC3CC(CC(C3)C1)C2	i	·	·	0.7%	-1%	-1%	0.8%	0.4%	·	·
CCOCCCNC(=S)Nc1cc(OCC)c(NC(=O)c2ccco2)cc1OCC	i	1.8%	-4.4%	-0.3%	-7%	25%	-0.4%	0.0%	-9	-12
CN(C)c1ccc(CNn2cnnc2SCc2ccc(F)cc2)cc1	i	-0.6%	-3.4%	-0.4%	-10%	-11%	-0.8%	-0.5%	4	-2
CC(=O)c1cccc(N(CC(=O)NC2CCCC2)C(=O)c2ccc(C)s2)c1	·	·	·	-0.4%	-7%	2%	0.1%	-0.3%	·	·
CCOC(=O)c1ccc(NC(=O)CSc2nnc(-c3ccncc3)n2C)cc1	i	-3.0%	-2.3%	1.9%	-2%	8%	0.1%	-0.1%	-3	-19
Cc1cc(C)n(-c2ccc(C(=O)C(C#N)c3nc4ccccc4n3C)cc2)n1 (stereo unspecified)	i	-0.6%	-3.7%	2.1%	3%	6%	0.3%	-0.6%	17	4
